S1P2 ag – agonists of human S1P2 receptor | 97,000 tested, 0.46% active | O95136 | S1P2-expressing cell line, agonist reporter read-out | AID 729 | activation, % at 4.5 µM; in the data active = activation above about 16%;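 note: 0% = vehicle low control and 100% = maximal reference agonist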
HUVEC prolif 384 – blocks proliferation of human endothelial cells. HUVEC proliferation, CellTiter-Glo luminescence, 72 h; stronger effect = lower value. viability, % at 10 µM (by protocol). 86,000 tested, 1.1% active;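 active = viability at or below 30%; inactive = viability above 30%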;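 note: 100% = median luminescence of DMSO-only cell control wells on each plate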
H69AR inhibit – growth inhibitors of human H69AR lung tumor cells | 85,000 tested, 6% active | H69AR lung tumor viability, ATP luminescence, 72 h; stronger effect = lower value | viability, % at 10 µM;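 active = viability at or below 40%; inactive = viability above 40%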;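 note: multidrug resistant small cell line overexpressing MRP-1 efflux transporter; 100% = mean luminescence of untreated control wells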
LYP act – LYP (human) phosphatase activation | Q9Y2R2 | recombinant LYP, DiFMUP fluorescence; 0 = plate median, 100 = signal doubled | activation, % at 2 µM | 96,000 tested, 0.11% active | AID 697;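 active = activation at 2 µM above a set limit, the mean plus 5 SD, cut at about 37% in these data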
Target sequence (Q9Y2R2 whole entry, looked up): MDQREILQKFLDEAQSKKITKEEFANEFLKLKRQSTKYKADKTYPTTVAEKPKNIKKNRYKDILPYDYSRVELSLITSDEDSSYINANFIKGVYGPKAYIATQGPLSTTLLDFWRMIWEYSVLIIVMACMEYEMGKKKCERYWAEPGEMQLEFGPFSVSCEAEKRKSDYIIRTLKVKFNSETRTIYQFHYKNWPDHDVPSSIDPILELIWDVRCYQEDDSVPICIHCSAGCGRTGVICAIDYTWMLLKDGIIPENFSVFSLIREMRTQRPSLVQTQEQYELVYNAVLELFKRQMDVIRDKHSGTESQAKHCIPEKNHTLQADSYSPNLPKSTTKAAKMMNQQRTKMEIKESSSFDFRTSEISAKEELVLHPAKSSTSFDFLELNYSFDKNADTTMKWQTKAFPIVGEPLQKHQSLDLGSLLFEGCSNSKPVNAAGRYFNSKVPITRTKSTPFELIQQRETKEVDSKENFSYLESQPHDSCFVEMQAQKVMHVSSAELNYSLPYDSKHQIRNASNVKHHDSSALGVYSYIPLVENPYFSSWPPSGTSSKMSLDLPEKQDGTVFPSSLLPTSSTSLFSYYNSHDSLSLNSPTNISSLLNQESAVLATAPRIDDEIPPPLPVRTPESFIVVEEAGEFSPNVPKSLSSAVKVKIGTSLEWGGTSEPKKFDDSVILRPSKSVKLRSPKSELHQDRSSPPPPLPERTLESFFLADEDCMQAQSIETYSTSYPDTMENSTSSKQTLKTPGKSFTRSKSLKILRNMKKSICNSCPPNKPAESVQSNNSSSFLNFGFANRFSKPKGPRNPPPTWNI
sEH act – activators of human soluble epoxide hydrolase | 91,000 tested, 0.04% active | purified human sEH enzymatic activity, activator screen | AID 717 | activation, % at 2 µM; in the data active = activation above about 37%; note: values of inactives mirror those of a sister screen read the other way
S1P2 antag – S1P2 (human) receptor antagonism. 97,000 tested, 0.21% active. O95136. inhibition, % at 5 µM. cell-based S1P2 antagonist assay, inhibition at 5 uM. AID 736; in the data active = inhibition above about 45%;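 note: CRE beta-lactamase reporter cells expressing human S1P2 stimulated with S1P; 0% = agonist at EC80 alone and 100% = agonist plus reference antagonist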
Fibroblast inh – blocks proliferation of human lung fibroblasts | LL 47 human lung fibroblast viability, ATP luminescence; stronger effect = lower value | viability, % at 10 µM | 85,000 tested, 1.1% active;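 active = viability at or below 50% in the single dose screen; inactive = viability above 50%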;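 note: compound exposure lasted 72 h before the ATP readout; 100% = median luminescence of untreated cell-only wells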
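Signal: luminescent ATP detection, CellTiter-Glo; assay system: LL 47 human lung fibroblasts; input: 1,150 cells/well; incubation: overnight cell rest, 72 h compound treatment at 37 °C; measure: % viability versus median cells-only luminescence; medium: IMEM growth medium with 15% fetal bovine serum; dosing: compound addition at 0.1% DMSO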
PostGolgi ctrl – inhibits growth of the yeast control strain | efflux-deficient yeast background strain, growth absorbance A615, 16 h | inhibition, % at 10 µM | 98,000 tested, 5% active; in the data active = inhibition above about 30%
sEH inhibitor – soluble epoxide hydrolase (human) inhibition. P34913. recombinant human sEH enzymatic activity assay. inhibition, % at 2 µM. 91,000 tested, 0.34% active. AID 707; in the data active = inhibition above about 80%; note: values of inactives mirror those of a sister screen read the other way; many of its hits are not listed in these tables
Starred values were filed as active, the others as inactive; . = not tested or not shown. Not all compounds are listed; rates above refer to the full screens.

SMILES	S1P2 ag	HUVEC prolif 384	H69AR inhibit	LYP act	sEH act	S1P2 antag	Fibroblast inh	PostGolgi ctrl	sEH inhibitor
CCC(Sc1nnnn1-c1ccccc1)C(=O)NC(C)c1ccccc1 (configuration not stated)	-3	86	69	0	1	6	99	13	2
Cc1cccc(OCc2nnc(SCc3cc(=O)n4cc(Br)ccc4n3)o2)c1	.	111	90	.	.	.	108	8	.
COc1ccc(-c2noc(-c3ccccc3F)n2)cc1	-11	100	75	5	7	4	96	-3	-8
Cc1cc(NC(=O)c2ccc3nc(-c4ccccc4)c(-c4ccccc4)nc3c2)no1	-6	49	16*	0	-12	8	18*	-6	12
COc1ccc(-c2csc(N3CCC(c4ccccc4)C3)n2)cc1 (configuration not stated)	-1	.	.	4	1	1	.	1	-3
O=C(CN1CCC(n2nnc3cc(F)ccc32)CC1)NCCc1ccccc1	-5	101	102	-2	2	-23	104	.	-2
O=C(CCCn1c(=S)[nH]c2ccccc2c1=O)N1CCCCC1	-6	95	88	12	-6	-6	98	-5	9
CCOC(=O)c1ccc(N2Cc3ccccc3C2)cc1O	-9	106	90	-9	1	0	102	19	2
O=C(Cc1ccc(Cl)cc1)Nc1ccccc1CO	-10	99	82	4	-2	6	104	5	3
CCC(Sc1nnnn1-c1ccccc1)C(=O)Nc1nc2ccccc2s1 (configuration not stated)	-8	.	.	-4	-20	8	.	44*	23
Cc1cc(C(=O)COC(=O)Cn2cnc3c2c(=O)n(C)c(=O)n3C)c(C)n1C	-6	88	94	1	.	-1	96	2	.
CCOC(=O)C(C)Sc1ncnc2c1nnn2-c1ccc(F)cc1 (configuration not stated)	-3	96	93	-9	26	9	110	13	-28
CC(C)(C)n1nc2c(c1NC(=O)Cc1cccs1)CSC2	-5	109	94	-6	.	2	105	27	.
CC(C)OC(=O)CSc1ncnc2c1cnn2Cc1ccccc1	-7	94	97	-12	0	5	109	0	2
Cc1cccc(-c2noc(CCCC(=O)N3CCOCC3)n2)c1	0	96	96	7	14	3	98	2	-12
COc1ccc(NC(=O)c2ccccc2C)c(OC)c1	-4	97	103	-2	0	14	94	13	-2
Cc1ccc(NC(=O)CNc2ccc(OC(C)C)cc2)cc1	-5	95	92	-8	-4	-5	103	1	4
Cc1ccccc1CN1CCCNC1=O	-7	97	95	34	.	5	106	10	.
COc1cc(OC)nc(Oc2ccccc2C(=O)Oc2ccc(F)cc2Cl)n1	-5	.	.	12	-10	-4	.	29	15
CCCSC1=C(C#N)C(c2ccccc2C)CC(=O)N1 (configuration not stated)	-1	98	88	-4	1	26	103	11	-2
CS(=O)(=O)N(CC(=O)N1CCCCC1)c1ccc(Cl)c(C(F)(F)F)c1	-3	97	90	12	5	-6	105	-7	-6
Fc1ccc(/C=N/n2c(-c3cccs3)n[nH]c2=S)cc1	-9	.	.	3	-40	-5	.	16	41
Cc1ccc2c(c1)c(C)c(C)n2CC(O)Cn1nc(C)c(Br)c1C (configuration not stated)	-3	.	.	-8	0	11	.	17	-1
O=C1Nc2ccc(F)cc2C12Nc1ccccc1-c1nnc(SCc3ccccc3)nc1O2 (configuration not stated)	-2	.	.	4	6	21	.	10	-5
Cc1oc2c(C)c3oc(=O)c4c(c3cc2c1C)CCC4	-6	102	74	-8	6	-16	95	7	-4
CCCN1/C(=C(/C#N)C2=NS(=O)(=O)c3ccccc32)N(C)c2ccccc21	-2	99	78	4	9	21	105	3	-12
Cc1nc(NS(=O)(=O)c2ccccc2C)c2c3c(sc2n1)CCC3	-8	119	102	-10	7	11	106	47*	-9
CCCCCCSc1nsc(N)n1	1	103	83	-10	-9	-1	89	12	7
CCc1cc2c(=O)c(-c3nc4ccccc4n3C)c(C)oc2c(CN(CC)CC)c1O	-6	104	87	20	4	-16	103	35*	-4
CCOc1ccc(C(=O)Nc2nncs2)cc1OCC	-4	93	91	-3	-1	1	107	14	1

Pulled one by one from the list above:
SMILES	S1P2 ag	HUVEC prolif 384	H69AR inhibit	LYP act	sEH act	S1P2 antag	Fibroblast inh	PostGolgi ctrl	sEH inhibitor
Cc1nc(NS(=O)(=O)c2ccccc2C)c2c3c(sc2n1)CCC3	-8	119	102	-10	7	11	106	47*	-9
COc1ccc(NC(=O)c2ccccc2C)c(OC)c1	-4	97	103	-2	0	14	94	13	-2

Shown as a hit in PostGolgi ctrl (from the list above):
structure | S1P2 ag | LYP act | sEH act | S1P2 antag | PostGolgi ctrl | sEH inhibitor
CCC(Sc1nnnn1-c1ccccc1)C(=O)Nc1nc2ccccc2s1 (configuration not stated) | -8 | -4 | -20 | 8 | 44* | 23
Cc1nc(NS(=O)(=O)c2ccccc2C)c2c3c(sc2n1)CCC3 | -8 | -10 | 7 | 11 | 47* | -9
CCc1cc2c(=O)c(-c3nc4ccccc4n3C)c(C)oc2c(CN(CC)CC)c1O | -6 | 20 | 4 | -16 | 35* | -4

(listing goes on)
SMILES	S1P2 ag	HUVEC prolif 384	H69AR inhibit	LYP act	sEH act	S1P2 antag	Fibroblast inh	PostGolgi ctrl	sEH inhibitor
CC1CCCCN1CCNC(=O)C1CCN(S(=O)(=O)c2cccc3cccnc23)CC1 (configuration not stated)	-4	100	86	-3	-2	18	98	6	2
CC1=C(C)CC2C(=O)N(Cc3ccccc3)C(=O)C2C1 (configuration not stated)	-3	101	100	-4	-3	-4	112	9	6
CCC(=O)Nc1nc2ccccc2n1Cc1ccc(C)cc1	0	.	.	-1	-4	8	.	3	4
O=C(c1cccc(F)c1)N1C2C=CC(C2)C1(C(F)(F)F)C(F)(F)F (configuration not stated)	-3	87	100	-5	-1	9	94	10	-1
CCOC(=O)C1CCN(CC(O)COc2ccc(C(C)(C)CC)cc2)CC1 (configuration not stated)	.	87	26*	.	.	.	97	79*	.
Cc1ccc2c(c1)[C@@H]1CN(C)CC[C@@H]1N2S(=O)(=O)c1ccc([N+](=O)[O-])cc1	-1	81	85	-9	-5	-20	96	7	6
CCOc1cc(C(N)=O)cc(OCC)c1OCC	-2	91	99	7	6	-8	90	22	-10
O=C(c1cn(-c2ccccc2)nc1-c1cccs1)N1CCN(c2ccc(F)cc2)CC1	-2	90	59	1	-4	1	96	48*	5
Cc1ccccc1NC(=O)NCCCN1CCN(c2ccccc2)CC1	-5	114	88	3	-13	2	98	2	10
Cn1c(=O)oc2cc(S(=O)(=O)N3CCc4ccccc4C3)ccc21	.	92	98	4	-19	.	94	-14	23
COC(=O)c1c(NC(=O)c2ccc(C)c(S(=O)(=O)Nc3ccccc3C)c2)sc2c1CCCC2	-3	.	.	7	8	22	.	12	-10
O=C(Nc1ccc(Cl)cc1)N(Cc1cccs1)Cc1cccs1	-3	82	102	1	-6	-10	.	35*	8
O=C(N/N=C/c1cccs1)C1CC(=O)N(c2ccccc2)C1 (configuration not stated)	-2	.	.	8	-1	13	.	2	0
Cc1csc(NC(=O)c2cc3c(s2)CCC3)n1	-4	59	43	-3	-1	8	88	-13	1
Cc1cc(N2CCN(C(=O)c3ccco3)CC2)n2ncnc2n1	-5	.	.	-3	12	12	.	.	-11
Cc1cc(C)n2nc(SCc3nnc(SCc4ccccc4Cl)s3)nc2n1	-7	.	.	3	0	-3	.	36*	3
CS(=O)(=O)N(CC(=O)N1CCN(Cc2ccc3c(c2)OCO3)CC1)Cc1ccc(Cl)cc1	0	94	86	6	2	-7	88	4	1
O=C(CCC1CCCC1)NCc1cccs1	-12	102	75	-6	-19	-5	105	1	19
O=C(O)CSc1nnc(CNc2ccc(Cl)cc2)n1Cc1ccccc1	-5	97	87	1	15	5	96	-12	-16
CN(C)C(=O)N1CCC(C(=O)NC2CCCCCCC2)CC1	-6	98	95	-8	-38	19	100	-1	38
CCCCSc1nc2c(cnn2-c2ccc(C)c(C)c2)c(=O)[nH]1	-2	82	43	-2	23	2	89	0	-20
O=c1oc2cc(O)ccc2c2c1CCCC2	1	122	90	3	13	-17	112	10	-10
COc1ccc(-n2c(CNC(=O)c3cc(OC)c(OC)c(OC)c3)n[nH]c2=S)cc1	-3	.	.	-2	11	9	.	27	-12
Cc1ccc(Nc2cc(=O)n(C3CCCCC3)c(=O)[nH]2)cc1C	-4	84	9.5*	-7	4	8	92	-2	-4
CCNC(=S)N/N=C/c1cccs1	-10	.	.	6	-2	11	.	-5	5
COc1cc2nc(C3CCC3)n(NC(=O)COc3ccccc3)c(=O)c2cc1OC	.	84	73	.	.	.	91	-7	.
Cc1nonc1NC(=O)OC1CCCCC1	-5	.	.	10	-5	7	.	2	3
O=C(Nc1nnc(C2CCCCC2)s1)c1ccco1	-4	102	89	-7	10	13	105	25	-11
O=C(CC1OC(=O)c2ccccc21)c1ccco1 (configuration not stated)	-3	78	58	8	.	-9	84	6	.
CCOC(=O)C1Sc2[nH]c(=O)sc2C(c2ccc(Cl)cc2)C1C(=O)OCC (configuration not stated)	-5	.	.	-6	2	7	.	12	-3
O=C(CN1CCC(C(=O)c2ccc(F)cc2)CC1)Nc1ccccc1	-2	97	83	5	2	-8	97	16	-1
O=S(=O)(c1cccs1)N1CCc2ccccc21	0	103	98	6	15	11	102	9	-14
COc1cc2c(cc1NC(=O)c1cccnc1)CCCC2	-1	92	97	6	12	9	105	4	-13
CC1(C)CC(=O)C=C(NNC(=O)c2ccccc2O)C1	-5	.	.	-1	-9	3	.	-5	10
O=S(=O)(NCCc1ccccc1)c1cccc2nsnc12	-6	100	75	7	-6	-1	95	1	4
COc1ccc(NC(=O)CN2CCN(CC(=O)Nc3ccccc3Cl)CC2)cc1	-2	99	64	6	-2	33	101	16	2
O=C(CCN1C(=O)/C(=C/c2cccc(Br)c2)SC1=S)NNC(=O)c1cccnc1	-2	.	.	-14	4	6	.	-1	-2
C=C(C)C1CC=C(CN2CCC(O)CC2)CC1 (configuration not stated)	-3	96	72	-9	-9	3	95	12	12
COc1ccc2nc(NC(=O)c3cccc(OCc4c(C)noc4C)c3)sc2c1	.	49	21*	.	.	.	59	33*	.
Cc1ccc(NC(=O)COC(=O)C2CC2C)c(S(=O)(=O)N2CCCCC2)c1 (configuration not stated)	-4	101	88	3	-31	-16	93	-8	31
Cc1ccc(N(CC(=O)Nc2cc(Cl)ccc2Oc2ccccc2)S(C)(=O)=O)c(C)c1	-7	.	.	-2	-10	-4	.	13	11
CCOc1ccc(OCCOCCN2CCOCC2)cc1	-3	98	95	8	10	-20	103	9	-16
O=c1cc(CN2CCN(c3ccc(F)cc3)CC2)c2cc3c(cc2o1)CCCC3	-7	54	32*	-6	-7	6	68	-1	10
Cc1cc(Oc2ccc(C(C)(C)C)cc2)nc(N2CCOCC2)n1	-3	92	91	9	-10	-9	108	16	5
COc1ccc(C(=O)CSc2nc(C)cc(=O)[nH]2)cc1	.	100	91	.	.	.	98	-2	.
COc1ccc(NC(=O)Nc2cccc(C(=O)N3CCOCC3)c2)cc1OC	-6	106	86	13	-4	24	101	7	6
Cc1sc2nc(SCC(=O)NCc3ccco3)[nH]c(=O)c2c1C	.	90	80	.	.	.	86	-1	.
O=C1c2cccnc2C(O)N1Cc1cccs1 (configuration not stated)	-2	96	88	0	4	14	96	13	-7
CCOC(=O)Cc1csc(NC(=O)CCN2C(=O)c3ccccc3C2=O)n1	-1	105	103	-4	.	-3	97	-5	.
Oc1ccc(Br)cc1/C=N/N1CCN(Cc2ccccc2)CC1	-5	.	.	9	6	-14	.	21	-8
CC(C)(C)c1ccc(C2C3=C(CCCC3=O)NC3=C2C(=O)c2ccccc23)cc1 (configuration not stated)	-8	.	.	5	-10	-8	.	32*	11
Cc1cc2c(c(C)nn2-c2ccccc2)c(=O)o1	2	103	84	-5	12	-25	100	2	-12
CCOC(=O)CSc1n[nH]c(NC(=O)c2cccc(C(F)(F)F)c2)n1	0	.	.	1	-2	13	.	12	5
CCn1c(O)c(/C=N/n2cnnc2)sc1=S	-11	109	86	0	11	8	112	30*	-13
CC(NC(=O)c1ccc(S(=O)(=O)N(C)C)cc1)c1ccccc1 (configuration not stated)	-4	107	101	-10	5	23	100	3	-8
CCCCC(=O)Nc1ccc2c(c1)nc1n2CCSC1	-5	107	92	3	.	6	109	5	.
